Assay outcomes: PubChem, Broad Institute
S100A4 inh HTS: blocks human S100A4 binding to myosin IIA peptide; P26447; S100A4/TAMRA-MyoIIA peptide fluorescence polarization; inhibition, % at 10.7 µM; actives 0.14% (n = 360,000); AID 652163;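 active = mean inhibition of at least 70% across replicates, with every replicate also reaching that level; inconclusive = mean inhibition reaches 70% but some replicates fall short; inactive = mean inhibition below 70%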
Target sequence (P26447 whole entry, looked up): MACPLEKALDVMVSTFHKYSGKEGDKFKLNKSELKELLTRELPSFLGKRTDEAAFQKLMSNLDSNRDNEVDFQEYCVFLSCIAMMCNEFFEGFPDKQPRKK
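incubation = readout 5 min after mixing, signal stable up to 60 min | system = S100A4 monomer protein | buffer or medium = HEPES pH 7.2 with CaCl2, KCl, NaCl, DTT, Triton | benchmarks = neutral control DMSO, positive control TFP | also added = fluorescent myosin IIA peptide, 5 nM | compound dosing = one concentration per compound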
E-sel inducer: induces E-selectin expression in human endothelial cells | P16581 | HUVEC E-selectin immunofluorescence imaging; normalized: neutral wells 0, TNF-alpha wells 100 | activation, % at 7.58 µM | actives 0.37% (n = 260,000) | AID 686992;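 active = mean E-selectin-positive cell signal at least 10% of the positive control, reached in at least 60% of replicates, without over 20% cell loss; inconclusive = no rule given, readout overlaps actives, possibly toxicity-flagged; inactive = the rest, including those meeting only one limit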;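 note: in these data hits start at about 27%; measured in HUVEC primary endothelial cells; signal is the percent of cells scored E-selectin positive by PE staining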
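Test system – human umbilical vein endothelial cells (HUVEC), E-selectin induction · Input – 3,000 HUVEC seeded per well · Buffer or medium – EGM-2, gelatin · Compound dosing – single-point compound dose · Detection – immunofluorescence imaging · Measure – percent E-selectin-positive cells · Controls – TNF-alpha high, DMSO low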
Xi reactivation: X-chromosome reactivation activator; XiGFP mouse fibroblasts, % GFP-positive cells imaging, 3 d; cells co-treated with 5-aza-dC sensitizer; scaled so ellipticine positive control = 100%; activation, % at 7.58 µM; actives 0.055% (n = 360,000); AID 743238;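 active = mean normalized replicate activation at least 10% and every replicate at or above 10%; inconclusive = only one of the two criteria met; inactive = mean below 10% and not all replicates reach 10%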;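 note: 0% = median of on-plate neutral control wells and 100% = ellipticine 6 µM median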
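Assay system – SV40-immortalized XiGFP fibroblast cells, line 68-5-11 · Buffer or medium – DMEM supplemented with 5-aza-dC as sensitizing agent · Dosing – one concentration, pinned · Benchmarks – positive control ellipticine, 6 µM final · Times – 3 days compound exposure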
RAD52 anneal inh: RAD52 (human) annealing inhibition | actives 0.46% (n = 360,000) | inhibition, % at 18.7 µM | recombinant RAD52 DNA annealing, FRET fluorescence;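 active = every replicate showing at least 50% inhibition; inconclusive = mean inhibition at least 50% but not in every replicate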
ERAP1 HTS inh: blocks human ERAP1 aminopeptidase activity; Q9NZ08; actives 0.15% (n = 340,000); recombinant ERAP1, Leu-AMC fluorescence, 60 min; inhibition, % at 10.7 µM; AID 652197;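 active = mean replicate inhibition of at least 30%, or all replicates individually reaching that 30% level; inactive = mean below 30% and not every replicate reaching it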;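 note: 0% = neutral control wells and 100% = L-leucinethiol positive control wells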
ERp5 inh: ERp5 (human) disulfide isomerase inhibition; Q15084; ERp5 insulin aggregation, absorbance 650 nm, 90 min; inhibition, % at 9.99 µM; actives 0.05% (n = 350,000); AID 651711;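 active = mean replicate inhibition above about 25%, with every replicate also reaching it, limit read from the data, passing the limit was not always enough; inconclusive = only one of those two criteria met; inactive = neither criterion met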
RAD54 branch: blocks human RAD54 Holliday junction branch migration; FAM/BHQ fluorescence; inhibition, % at 10.4 µM; actives 0.14% (n = 360,000); AID 602329;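 active = mean normalized replicate activity at least 40 and at least half of replicates scoring 40 or more; inconclusive = only one of the two criteria met; inactive = mean below 40 and under half of replicates reaching 40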;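 note: 0% = median of neutral control wells and 100% = median of positive control wells; inhibitors cause a drop in the FAM fluorescence signal; in these data hits start at about 50%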
Target sequence (Q92698 whole entry, looked up): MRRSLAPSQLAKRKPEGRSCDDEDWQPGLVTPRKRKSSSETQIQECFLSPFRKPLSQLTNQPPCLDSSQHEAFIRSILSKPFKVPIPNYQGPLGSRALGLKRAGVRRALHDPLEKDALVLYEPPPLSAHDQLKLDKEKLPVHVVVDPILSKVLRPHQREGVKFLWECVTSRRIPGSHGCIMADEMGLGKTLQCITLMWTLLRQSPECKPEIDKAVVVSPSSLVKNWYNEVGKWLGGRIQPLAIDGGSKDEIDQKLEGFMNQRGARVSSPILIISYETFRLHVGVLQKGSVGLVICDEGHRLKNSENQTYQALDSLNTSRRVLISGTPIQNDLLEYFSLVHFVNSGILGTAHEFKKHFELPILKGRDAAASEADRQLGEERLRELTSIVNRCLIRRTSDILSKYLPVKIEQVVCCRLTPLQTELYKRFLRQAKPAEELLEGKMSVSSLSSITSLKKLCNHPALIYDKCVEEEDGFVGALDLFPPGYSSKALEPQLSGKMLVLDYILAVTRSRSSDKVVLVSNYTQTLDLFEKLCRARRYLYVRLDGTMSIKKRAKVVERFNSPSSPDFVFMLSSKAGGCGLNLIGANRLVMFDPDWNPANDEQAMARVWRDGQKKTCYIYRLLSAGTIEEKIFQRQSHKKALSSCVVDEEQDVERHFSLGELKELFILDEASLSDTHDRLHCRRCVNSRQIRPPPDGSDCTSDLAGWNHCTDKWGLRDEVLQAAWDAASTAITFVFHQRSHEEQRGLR
esBAF inh: inhibitors of esBAF chromatin remodeling in mouse ES cells; Bmi1-luciferase knock-in reporter, 24 h; 100% = twice the neutral-well signal; reporter increase, % at 12.5 µM; actives 2% (n = 350,000); AID 602393; in the data active = activation above about 40%; inconclusive = no clear call, values can overlap the other calls;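 note: 0% = median of the plate's neutral control wells and 100% = double that signal; a rise in the Bmi1 reporter signal indicates esBAF inhibition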
An asterisk follows results filed as active; ? = inconclusive; · = no result given; & = joins results of further samples.

SMILES	S100A4 inh HTS	E-sel inducer	Xi reactivation	RAD52 anneal inh	ERAP1 HTS inh	ERp5 inh	RAD54 branch	esBAF inh
O=C(Nc1ccccc1)OCCOc1cccc(Br)c1	0	0.4	0.1	-4	-2	0	1	11
O=C(C1CCCN(Cc2ccc(Cl)cc2)C1)N1CCCCC1 (centres undefined)	-11	-0.1	0.0	-9	-5	6	-7	-2
Cc1nc(C)c(-c2ccc(SCC(=O)Nc3ccc(F)cc3F)nn2)s1	2	-0.1	-0.1	-20	-2	8	-5	16
COc1cccc(NC(=O)N2C[C@H](O)COC[C@H]3O[C@H](CC(=O)NCCCN4CCOCC4)CC[C@@H]32)c1	-1	0.1	-0.1	0	0	-5	2	8
COc1ccc(NC(=O)Nc2ccc3c(c2)C(=O)N([C@@H](C)CO)C[C@H](C)[C@H](CN(C)CC2CCCCC2)OCCCC[C@@H](C)O3)cc1	-1	-0.2	0.1	4	-1	9	12	4
CCN(CC)c1c(C)nc2ccc(C(=O)NCc3ccc4c(c3)OCO4)cn12	3	0.7	0.4	-8	0	7	4	0
Oc1ccccc1N1CCN(c2nnnn2-c2ccccc2)CC1	-10	·	0.0	-16	-1	1	4	·
COc1ccc(CNC(=O)C[C@H]2CC[C@@H]3[C@H](COc4ccc(NC(C)=O)cc4C(=O)N3C)O2)cc1	-5	0.1	0.1	-2	-1	5	-1	-4
Cc1cccc(N(CC(=O)NC2CCCC2)C(=O)c2csnn2)c1C	0	·	0.0	13	-6	-2	0	-6
CCN(CC)c1nc2c(c(=O)n(C)c(=O)n2C)n1CC(=O)c1ccccc1	-2	13	0.3	-15	0	1	-16	·
Cc1ccc(CN(C(=O)c2ccc([N+](=O)[O-])cc2)C2CCS(=O)(=O)C2)o1 (centres undefined)	-6	·	0.2	-7	2	-2	0	-6
CCOCCCNC(=O)C(NC(=O)c1ccc2c(c1)OCO2)c1ccc(OC)cc1 (centres undefined)	-2	·	·	-6	4	-4	-3	-2
CCCC#Cc1ccc([C@@H]2[C@H]3CN(C(=O)Nc4cc(F)ccc4F)CC(=O)N3[C@H]2CO)cc1	-1	-0.1	0.0	-11	0	-3	·	·
COc1cc2c(cc1OC)CN(C(=O)c1ccc(S(=O)(=O)N3CCCC3)cc1)CC2	-1	2.3	0.1	-12	1	0	·	·
C[C@@H]1CN([C@H](C)CO)C(=O)c2cc(NS(=O)(=O)c3cn(C)cn3)ccc2O[C@@H](C)CCCCO[C@@H]1CN(C)S(=O)(=O)c1ccc(Cl)cc1	-10	-0.2	-0.8	10	-2	1	-3	7
CCCNC(=O)Nc1ccc2c(c1)C(=O)N(C)C[C@H](OC)[C@@H](C)CN(Cc1cncnc1)[C@H](C)CO2	-2	-0.1	0.0	3	-1	-1	0	-1
CC(=O)Nc1ccc(C(=O)Nc2cccc(-c3cnc4ccccc4n3)c2)cc1	-3	-0.1	0.0	-3	1	10	·	·
CC(C)CC1NC(=O)N(CC(=O)Nc2cccc(Br)c2)C1=O (centres undefined)	1	-0.6	0.0	-1	1	3	2	-2
O=C(OCCCc1cc2ccccc2c(=O)o1)c1ccc(F)cc1	-14	0.2	0.1	-3	1	-4	5	5
CCCCn1c(N)c(N(CC(C)C)C(=O)c2cc(=O)[nH]c3ccccc23)c(=O)[nH]c1=O	-6	·	0.0	-5	0	13	-16	-2
COc1ccccc1NS(=O)(=O)c1ccc(C)c(C(=O)Nc2ccc(S(=O)(=O)Nc3onc(C)c3C)cc2)c1	-3	·	0.2	-8	-8	-2	0	4
CO[C@H]1CN(C)C(=O)c2cc(NC(=O)Nc3ccccc3)ccc2OC[C@H](C)N(C(=O)CN(C)C)C[C@H]1C	-23	0.1	0.0	0	1	2	-2	2
CCCCCOC(=O)C(C)Sc1n[nH]c(=O)[nH]c1=O (centres undefined)	-10	·	0.0	-16	7	-6	·	-7
Cc1cc(C(=O)Nc2cccc3c2O[C@@H](CN(C)S(=O)(=O)c2cn(C)cn2)[C@H](C)CN([C@@H](C)CO)C3=O)n(C)n1	-4	·	-0.8	-11	-2	-5	-22	-4
O=C(N/N=C1\CCc2ccccc21)c1ccccc1Cl	-3	·	0.0	-18	10	0	-5	·
CCCC(=O)Nc1nc2ccc(OCC)cc2s1	6	0.1	0.2	-2	3	2	-2	35
CCOc1ccccc1NC(=O)C1CCC(CNc2c(N3CCCCC3)c(=O)c2=O)CC1 (centres undefined)	3	-0.1	-0.2	-4	-1	0	9	·
COc1cc(C(=O)NC(C)Cc2cccs2)cc(OC)c1OC (centres undefined)	-4	·	0.1	-5	-2	3	-6	0
O=C(OC(C(=O)Nc1ccc(Cl)cc1C(F)(F)F)c1ccccc1)c1c(Cl)cccc1Cl (centres undefined)	6	0.8	0.0	-3	1	3	·	·
O=C(C[C@@H]1C[C@@H]2c3cc(NC(=O)NC4CCCCC4)ccc3O[C@@H]2[C@H](CO)O1)NCc1ccccn1	4	1.7	0.0	-16	-3	0	1	-1
COc1ccc(OCC(=O)OCC(=O)c2ccc(OC)c(F)c2)cc1	0	0.2	0.0	-7	-1	1	-2	-1
CN(/N=C/c1cccnc1)C1=NS(=O)(=O)c2ccccc21	0	0.0	0.1	-37	-3	?	·	·
CCCNC(=O)c1ccc(N2CCC3(CC2)CC(c2cccc(Br)c2)=NO3)c(NC(=O)c2ccco2)c1	-4	0.1	0.0	-30	2	-2	2	-6
Cc1ccc(NC(=O)COC(=O)CCC(=O)c2cccs2)cc1	1	·	0.0	-12	-3	1	·	·
CCCCN1C=C(C(C)=O)C(=O)CC1	-15	0.1	0.0	-1	0	2	2	-4
CC(=O)c1c(OC(=O)c2ccccc2)ccnc1C(F)(F)F	-4	·	0.8	6	-2	2	-5	-3
CN1CCN(C(=O)C[C@H]2CC[C@@H]3[C@@H](COc4ccc(NC(=O)C5CCOCC5)cc4C(=O)N3C)O2)CC1	0	0.2	0.1	-9	-3	-2	0	1
CCC(=O)Nc1nc2nc(-c3ccccc3)cc(=O)n2[nH]1	-5	2.4	4.4	-13	-5	1	·	-7
COc1ccc2c3c(n(C)c2c1)[C@H](CO)N(Cc1ccncc1)CC31CCN(C(=O)Nc2cccc(F)c2)CC1	-15	-0.5	0.0	-12	8	-4	·	·
CCc1ccc(C(CC(=O)O)N2Cc3ccccc3C2=O)cc1 (centres undefined)	-21	0.1	0.2	-10	-4	6	7	-12
COc1ccc(C(=O)OCc2cc(=O)oc3cc(C)ccc23)cc1S(=O)(=O)N1CCOCC1	1	0.1	0.0	0	2	-1	1	17
COc1ccc(CNC(=O)CCC(=O)c2ccccc2)cc1	1	-1.6	0.2	-26	-1	·	5	-4
CC(C)(C)[C@@H]1C=C(C(=O)N2CCN(Cc3ccccc3)CC2)O[C@H](OCc2ccc(CO)cc2)C1	0&0	·	0.0	-102&17	0&5	2&0	-3	-4
CCN(c1ccccc1)S(=O)(=O)c1cc(NC(=O)CN2CCN(C)CC2)ccc1Cl	2	1.4	0.2	6	-2	2	-2	1
COc1ccc2c(c1)c1c(c(=O)n(-c3ccc(C)cc3)c(=O)n1CC(=O)NCC1CCCO1)n2C (centres undefined)	3	0.0	0.0	-5	-1	3	-3	6
N#CC1C(=O)NC(=O)C(C#N)C12CCCC(C(F)(F)F)C2 (centres undefined)	-1	-0.1	0.0	-11	2	-1	·	·
CCNC(=O)Nc1ccc2c(c1)C(=O)N(C)[C@H]1CC[C@@H](CC(=O)NCC3CCCCC3)O[C@H]1CO2	2	0.9	0.3	7	-2	-4	-16	-5
COc1ccc(NC(=O)CSc2nnc3ccc(-c4cccnc4)nn23)cc1	-2	1.4	0.0	-9	5	-1	15	-1
COc1ccc(OC)c(CNC(=O)CCC(=O)N2Cc3cccc(OC)c3Oc3ncccc32)c1	0	-0.9	0.4	-10	1	4	-4	0
N#Cc1cnc2c(-c3ccccc3)c(-c3ccccc3)nn2c1N	4	0.2	0.3	-6	-4	3	-5	-3
CSCCC(NS(=O)(=O)c1ccc2c(c1)oc(=O)n2C)C(=O)NC1CCN(Cc2ccccc2)CC1 (centres undefined)	-3	·	0.0	-38	5	-3	-14	-6
COc1cccc(Nc2nc(-c3sc(NC(=O)c4ccco4)nc3C)cs2)c1	-1	0.2	0.0	-4	·	-3	11	-3
CNS(=O)(=O)c1cc(N(C)S(=O)(=O)c2ccc(C)cc2)c(C)cc1C	-3	·	0.0	-20	-3	0	·	3
COc1ccc(S(=O)(=O)N(C)C)cc1NC(=O)CSc1nncs1	-1	1.2	0.0	-6	-4	-2	-11	2
Cc1ccc(-n2[nH]c3c4c(ccc3c2=O)C(=O)c2ccccc2C4=O)cc1	-1	-1.4	0.3	-10	-1	0	·	·
CSCCC(c1nc2ccccc2[nH]1)n1c(-c2ccc(C)cc2)nc2ccccc21 (centres undefined)	-11	0.2	0.6	-35	1	3	·	·
CN(C)CC(=O)N1CCCCN2[C@H](CO)[C@H](c3ccc(-c4ccccc4)cc3)[C@H]2C1	-7	0.0	0.3	29	0	12	-9	-4
Cc1cccc(NC(=O)c2cc(Cl)sc2Cl)c1C	2	1.1	0.0	-2	-1	3	·	·
CC(C)NC(=O)NCC[C@@H]1CC[C@H](NS(=O)(=O)c2ccc(-c3ccccc3)cc2)[C@@H](CO)O1	-7	0.4	0.4	8	-4	-4	-4	-8
CCOc1ccc(NC(=O)c2cc(S(=O)(=O)N3CCCCC3)c[nH]2)cc1	-12	0.0	0.1	-11	-3	0	1	12
(listing goes on)
SMILES	S100A4 inh HTS	E-sel inducer	Xi reactivation	RAD52 anneal inh	ERAP1 HTS inh	ERp5 inh	RAD54 branch	esBAF inh
C[C@@H]1CN([C@H](C)CO)S(=O)(=O)c2ccc(C#CCN(C)C)cc2O[C@@H]1CN(C)CC1CC1	96*	0.4	-0.6	8	1	0	-12	-7
COCCN(C(=O)c1csnn1)C(C(=O)NC1CCCCC1)c1ccc(Cl)cc1 (centres undefined)	-1	·	-0.1	-3	2	3	-1	-5
COc1ccc(-n2c(SCc3ccccn3)nc3c(c2=O)SCC3)cc1OC	-3	-3.6	0.0	-4	2	1	15	-1
CC(C)Cc1ccc(/C=C/C(=O)NC2CC2)cc1	48	·	-0.1	-10	0	6	-1	49*
COc1cccc(-c2ccc([C@H]3[C@H](CO)N(C(C)=O)C34CN(C(C)=O)C4)cc2)c1	-5	-0.1	0.4	-21	1	-2	·	·
CC1(C)Cc2c(sc3nc(C4CCCCC4)n(N)c(=O)c23)CO1	4	·	-0.1	-20	·	4	·	·

3 structures from above, ordered by molar mass, low to high.
SMILES	S100A4 inh HTS	E-sel inducer	Xi reactivation	RAD52 anneal inh	ERAP1 HTS inh	ERp5 inh	RAD54 branch	esBAF inh
COc1cccc(-c2ccc([C@H]3[C@H](CO)N(C(C)=O)C34CN(C(C)=O)C4)cc2)c1	-5	-0.1	0.4	-21	1	-2	·	·
COc1ccc(-n2c(SCc3ccccn3)nc3c(c2=O)SCC3)cc1OC	-3	-3.6	0.0	-4	2	1	15	-1
C[C@@H]1CN([C@H](C)CO)S(=O)(=O)c2ccc(C#CCN(C)C)cc2O[C@@H]1CN(C)CC1CC1	96*	0.4	-0.6	8	1	0	-12	-7
